# CHO parental Ca – counter-screen: ATP calcium response change in parental CHO cells; inhibition, % at 5.6 µM; parental CHO-K1, ATP-induced calcium, Fluo-8 fluorescence; actives 0.63% (n = 330,000); AID 463079;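 active = inhibition above that plate's mean sample inhibition plus 3 SD, cut at about 26% in these data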;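 note: 0% = ATP-challenged DMSO wells and 100% = DMSO wells without ATP; some compounds past the cut are filed as inactive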
#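 Test system: untransfected parental CHO cell line. Compound: one dose, 5.6 µM nominal. Detection: intracellular calcium via Fluo-8 no-wash fluorescent dye. Measure: % inhibition. Benchmarks: ATP-challenged DMSO wells low, unchallenged DMSO wells high.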
# TAAR1 antag – human TAAR1 antagonism; Q96RJ0; CHO RD-HGA16 TAAR1, Fluo-8 calcium fluorescence, antagonist; inhibition, % at 3 µM; actives 1.5% (n = 360,000); AID 624466;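 active = inhibition above a per-plate cutoff, the mean inhibition of test compounds on that plate plus 3 SD, cut at about 49% in these data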;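 note: 0% = DMSO plus EC80 beta-PEA response and 100% = DMSO alone without agonist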
# Target sequence (Q96RJ0 whole entry, looked up): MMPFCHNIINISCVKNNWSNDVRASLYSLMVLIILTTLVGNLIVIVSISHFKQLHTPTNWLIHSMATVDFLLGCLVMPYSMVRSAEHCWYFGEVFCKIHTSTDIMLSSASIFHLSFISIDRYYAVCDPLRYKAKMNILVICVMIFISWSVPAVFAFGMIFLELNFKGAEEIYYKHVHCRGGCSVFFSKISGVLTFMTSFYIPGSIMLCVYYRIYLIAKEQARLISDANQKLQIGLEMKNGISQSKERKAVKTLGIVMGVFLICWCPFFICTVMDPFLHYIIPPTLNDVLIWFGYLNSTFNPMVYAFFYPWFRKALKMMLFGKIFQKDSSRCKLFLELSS
#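 Test system – hTAAR1-expressing CHO RD-HGA16 cells, Gα16-coupled · Also added – β-PEA at EC80 concentration, post-compound challenge · Compound – 3 µM, single point · Incubation – dye loading 75 min at 37 °C, then 30 min room temperature · Measured by – Fluo-8 intracellular calcium dye fluorescence, real-time kinetic reads · Benchmarks – vehicle and agonist controls · Replicates – singlicate, one well per test compound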
# M1 ag parental – M1 agonist counterscreen hit in parental CHO-K1 cells; Fluo-8 calcium fluorescence; scaled to maximal ATP response, vehicle zero; actives 0.48% (n = 360,000); activation, % at 3 µM; in the data active = activation above about 15%;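 note: untransfected CHO-K1 host cells lacking M1 receptor as counterscreen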
# M1 ag – human M1 muscarinic receptor agonism; P11229; CHO-K1 hM1, Fluo-8 calcium fluorescence, agonist mode; 0% DMSO, 100% acetylcholine EC100; actives 0.33% (n = 360,000); activation, % at 3 µM;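 active = activation above the run's mean compound activation plus 3 SD, cut at about 16% in these data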;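 note: peak over basal fluorescence ratio within a 140 s kinetic read after compound addition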
# Target sequence (P11229 whole entry, looked up): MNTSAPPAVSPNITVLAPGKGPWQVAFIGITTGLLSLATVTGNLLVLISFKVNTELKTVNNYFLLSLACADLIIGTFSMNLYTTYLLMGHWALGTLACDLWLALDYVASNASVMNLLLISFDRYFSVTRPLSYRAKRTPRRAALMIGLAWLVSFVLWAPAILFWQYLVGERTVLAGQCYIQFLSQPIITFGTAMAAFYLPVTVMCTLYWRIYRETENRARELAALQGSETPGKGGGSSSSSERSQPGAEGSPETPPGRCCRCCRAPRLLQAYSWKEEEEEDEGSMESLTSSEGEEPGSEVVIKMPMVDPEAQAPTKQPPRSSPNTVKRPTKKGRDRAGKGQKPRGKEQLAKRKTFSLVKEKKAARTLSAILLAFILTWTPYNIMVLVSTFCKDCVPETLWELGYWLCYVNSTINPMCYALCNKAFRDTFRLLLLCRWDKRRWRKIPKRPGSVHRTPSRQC
# CHRM1 PAM – potentiates human M1 receptor response to acetylcholine; P11229; activation, % at 3 µM; CHO-K1 hM1, Fluo-8 calcium fluorescence, ACh EC20; 0% = ACh EC20, 100% = maximal ACh; actives 0.088% (n = 360,000); in the data active = activation above about 19%, passing the limit was not always enough
# M1 antag – human CHRM1 antagonism | P11229 | CHO-K1 hM1, Fluo-8 calcium fluorescence, ACh EC80 antagonist | inhibition, % at 3 µM | actives 1.3% (n = 360,000) | AID 588852;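 active = percent inhibition above its own plate's cutoff, namely the mean of that plate's compound wells plus 3 SD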;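 note: peak over basal fluorescence ratio during 140 s after agonist addition; 0% = ACh EC80 plus DMSO and 100% = DMSO alone without agonist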
# CHO-K1 Ca antag – counter-screen for M1 antagonists: effect in parental CHO-K1 cells; inhibition, % at 3 µM; actives 0.6% (n = 360,000); ATP-induced calcium, Fluo-8 fluorescence; AID 602250;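 active = inhibition above a per-plate cutoff, the plate's mean sample inhibition plus 3 SD, cut at about 24% in these data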;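 note: 0% = DMSO plus EC80 ATP and 100% = DMSO alone without ATP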
# M1 PAM parental – M1 PAM counterscreen hit in parental CHO-K1 cells; ATP EC20, Fluo-8 calcium fluorescence; 0% at ATP EC20, 100% at ATP max; activation, % at 3 µM; actives 0.02% (n = 360,000); AID 602247;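 active = activation above the run cutoff, the mean activation of all test compounds plus 3 SD, cut at about 40% in these data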;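 note: peak over basal fluorescence ratio in a 140 s read after ATP addition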
# TAAR1 agonist – agonists of human TAAR1 | CHO RD-HGA16 TAAR1, Fluo-8 calcium fluorescence; vehicle wells 0%, saturating PEA agonist 100% | actives 0.99% (n = 360,000) | activation, % at 3 µM;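 active = activation above the mean activation of all test compounds in the run plus 3 SD, cut at about 38% in these data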
#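 Benchmarks: low control DMSO, high control PEA (EC100); System: CHO RD-HGA16 cells carrying human TAAR1 plus Gα16; Detection: Fluo-8 fluorescence, 5 s baseline then 140 s kinetic read; Schedule: 17-24 h plating, Fluo-8 75 min 37 °C, 30 min RT; Read-out basis: % activation from peak over basal fluorescence ratio, DMSO-to-PEA scaled.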
# The depositor's hits bear a star; / = no result given.
entry	Molecule	CHO parental Ca	TAAR1 antag	M1 ag parental	M1 ag	CHRM1 PAM
1	COc1ccc(C)cc1S(=O)(=O)N(CC(=O)N1CCOCC1)c1cc(C)cc(C)c1	-16	-3	0.3	-2	8
2	O=C1Oc2ccccc2C(=O)/C1=C\N1CCN(c2ccccc2)CC1	-7	-6	5.8	-1	-5
3	O=C(Nc1ccc([N+](=O)[O-])cc1)Nc1ccc2[nH]c(=O)[nH]c2c1	-1	9	1.3	0	1
4	O=C(NCC1CCCO1)c1cc2c([nH]c3ccccc32)c(-c2ccc(F)cc2)n1 (stereo not given)	-8	75*	5.3	2	-25
5	CC1=C/C(=C\c2ccc3c(c2)OCO3)C(=O)S1	-15	-3	1.1	-2	3
6	COc1ccccc1C(=O)NCc1ccccc1	-10	-11	-0.1	-3	4
7	CCOc1cccc(-c2c(C(=O)N/N=C/c3ccsc3)nnn2-c2nonc2N)c1	-13	20	1.7	19*	16
8	COc1ccccc1CC(NC(C)=O)C(=O)NC1CCN(c2nnnn2-c2ccccc2)CC1 (stereo not given)	-7	/	-0.2	-1	-3
9	O=S(=O)(Nc1cccc(-n2cnnn2)c1)c1cccc(Cl)c1	-17	-24	1.2	-2	2
10	Cc1ccc(Nc2nc(N)nc(CN3CCN(Cc4ccc5c(c4)OCO5)CC3)n2)c(C)c1	-27	3	0.4	-4	5
11	COc1ccccc1/C=C/C=N/n1c(-c2n[nH]c3c2CCC3)n[nH]c1=S	-14	-30	2.8	-10	1
12	CCOC(=O)c1ccc(NC(=O)N(CC)CC)cc1	6	-4	0.1	-6	4
13	COc1ccc(Cl)cc1C(=O)NNC(=O)CN1C(=O)C2CC=CCC2C1=O (stereo not given)	-7	-20	0.4	-4	6
14	COc1cc2c(cc1OC)[C@@H](NC(=O)C(C)C)[C@H](O)C2	-4	3	0.3	-2	8
15	CN1C(=O)C(C)(C)c2cc(S(=O)(=O)N3CCN(c4ccccc4)CC3)ccc21	-5	0	0.6	0	10

entry	M1 antag	CHO-K1 Ca antag	M1 PAM parental	TAAR1 agonist
1	-11	-10	5	1
2	18	-3	2	2
3	4	-12	-8	3
4	43*	31*	-15	4
5	-3	-18	30	5
6	-7	0	-7	2
7	-5	-12	19	118*
8	19	0	-1	/
9	-6	2	-7	5
10	-9	-1	7	-2
11	0	-10	6	1
12	-7	0	7	7
13	-2	-14	13	3
14	-16	-20	15	0
15	-22	1	5	6

# Additional entries follow.
entry	Molecule	CHO parental Ca	TAAR1 antag	M1 ag parental	M1 ag	CHRM1 PAM
16	Cc1ccc(C)c(SCC(=O)NCC(c2ccco2)N2CCCCC2)c1 (stereo not given)	-35	-43	0.6	-7	-4
17	CCn1c(SCC(=O)c2ccc3c(c2)Cc2ccccc2-3)nnc1-c1ccc(N)cc1	-17	5	3.5	-2	2
18	CCC1CCC2(CC1)NC(=O)N(CC(=O)Nc1ccc(OC)cc1)C2=O (stereo not given)	/	-7	-0.6	0	2
19	CSc1ncc(-c2ccccc2)cn1	-19	2	0.1	-14	5
20	O=C(CC[C@H]1O[C@@H](n2cnc3c(NC(=O)c4ccccc4)ncnc32)[C@H](O)[C@@H]1O)NCc1cccs1	/	13	0.5	-2	3
21	O=C(Cc1cccc2ccccc12)Nc1ccccc1Br	-20	-12	0.4	-4	5
22	O=C(CSc1nnc2ccccn12)NC(=O)NC1CCCC1	-14	4	0.3	-1	8
23	O=C(O)c1ccc(-c2ccco2)n1Cc1ccccc1	1	5	0.2	-1	6
24	NS(=O)(=O)c1ccc(NC(=O)CN2C(=O)C3C4C=CC(C4)C3C2=O)cc1 (stereo not given)	4	-12	-0.3	-6	13
25	O=C(CSc1ccc(-c2ccccc2)nn1)NCc1ccco1	-8	-14	-0.2	-4	2
26	OCCCCNCc1cc(Br)ccc1OCc1ccccc1F	-19	-22	3.0	-3	6
27	NS(=O)(=O)c1ccc(CNC(=O)c2ccc(Cl)c(S(=O)(=O)NCc3ccccc3)c2)cc1	-4	8	0.2	-4	7
28	CC(C)Nc1nc(NC(C)C)nc(N(C)N)n1	100*	-8	0.5	-5	0
29	O=C(C[n+]1cccc(CNC(=O)c2ccc(OC(F)F)cc2)c1)Nc1ccc(SC(F)F)cc1	-19	3	0.2	-15	-26
30	O=C(Nc1c2c(nn1-c1ccccc1)CS(=O)(=O)C2)C1CCCC1	-1	5	1.5	1	13

entry	M1 antag	CHO-K1 Ca antag	M1 PAM parental	TAAR1 agonist
16	0	-6	21	1
17	-2	-5	21	3
18	-6	14	-31	-2
19	-7	6	13	18
20	-33	-19	15	0
21	-10	-7	12	-1
22	-27	-16	4	1
23	-8	-6	11	2
24	-6	2	-3	5
25	-4	12	-2	1
26	3	-7	9	5
27	-7	-14	5	7
28	0	-18	14	2
29	20	-11	26	-1
30	-11	-11	17	2

# Next section.
entry	Molecule	CHO parental Ca	TAAR1 antag	M1 ag parental	M1 ag	CHRM1 PAM
31	Cc1nc2ccccc2c2c1C(=O)N(C1CCCCCCC1)C2=O	-14	-7	0.0	-4	11
32	CC1CCc2c(sc3nn[nH]c(=O)c23)C1 (stereo not given)	-12	-8	-0.3	-10	-5
33	CCc1nn2c(=O)c(S(=O)(=O)Nc3cccc(F)c3)c(C)nc2s1	-3	-12	2.5	-11	-18
34	O=C(CNc1cccc(S(=O)(=O)N2CCCC2)c1)Nc1ccc(F)cc1F	-13	-3	0.8	-2	3
35	CC1CN(S(=O)(=O)c2cccc(C(=O)Nc3ccc(S(=O)(=O)NC4=NCCCCC4)cc3)c2)CC(C)O1 (stereo not given)	-27	5	0.7	-2	2
36	COc1cc(NC(=S)NCCCN(C)C)c(OC)cc1NC(=O)c1ccco1	-12	1	0.5	-1	4
37	CC(=O)c1c(C)nn(C(C)CC(=O)O)c1C (stereo not given)	-11	-12	0.1	-4	-1
38	COc1ccc(C)cc1N(C(=O)c1snc(C(N)=O)c1N)C(C(=O)NC1CCCC1)c1ccc(F)cc1 (stereo not given)	-15	-36	0.9	-3	18
39	CCOc1ccc(NC(=S)N2CCC(NC(=O)c3ccco3)CC2)cc1	-5	-8	-0.2	-8	3
40	COc1cccc(NC(=O)CN(c2ccc([N+](=O)[O-])cc2)S(=O)(=O)c2ccccc2)c1	-25	-7	1.0	-8	12
41	COCCn1c(=NC(=O)CSCC(=O)Nc2cc(C)on2)sc2cc(C(=O)OC)ccc21	-26	12	0.8	-10	2
42	CCOC(=O)Cn1nc(-c2ccccc2)ccc1=O	-3	8	0.4	-7	9
43	O=C(COC(=O)c1cccs1)NCCCc1ccccc1	-17	5	1.3	-4	12
44	CN(C(=O)COC(=O)c1c[nH]c(=O)[nH]c1=O)C1CCCCC1	-3	-8	0.3	-3	4
45	Cc1cc(N/N=C/c2cccc(Cl)c2)nc(NCc2ccccc2)n1	-23	-7	0.5	-7	-7

entry	M1 antag	CHO-K1 Ca antag	M1 PAM parental	TAAR1 agonist
31	-6	-2	13	4
32	9	-10	3	14
33	10	-18	1	3
34	-1	10	-19	2
35	-12	-10	3	0
36	1	-9	-3	-1
37	-1	-15	2	4
38	-20	-13	17	-2
39	-2	-10	3	2
40	-9	-13	31	2
41	-13	3	-9	2
42	-9	-15	-2	4
43	-8	-15	5	0
44	-14	0	5	8
45	-3	-12	21	24

# Further structures follow:
entry	Molecule	CHO parental Ca	TAAR1 antag	M1 ag parental	M1 ag	CHRM1 PAM
46	O=C(Nc1cccc(-c2cnc3ccccc3n2)c1)c1ccc(Cl)cc1	-15	4	-0.2	-2	5
47	CCOCCOC(=O)c1[nH]c2c(c1C)C(=O)CC(c1ccccc1)C2 (stereo not given)	-18	5	5.7	4	18
48	O=C(CCc1c[nH]c2ccccc12)NCCc1ccccc1	-10	-4	0.9	-2	8
49	COc1cccc(N(CC(=O)NC2CCCC2)C(=O)Cn2nnc(-c3ccc(C)o3)n2)c1	-24	-2	-0.2	2	19
50	Cc1nc2ccc3nc(NC(=O)c4ccc(S(=O)(=O)N5CCOCC5)cc4)sc3c2s1	-10	-14	-0.1	1	13
51	NCCC(=O)N1c2ccccc2Sc2ccccc21	-1	-17	0.9	-8	-26
52	O=C(O)c1nnn(-c2ccc([N+](=O)[O-])cc2)c1-c1ccccc1	8	-28	2.0	-4	17
53	COc1ccc(NC(=O)C2CCCN(S(=O)(=O)c3c(C)[nH]c(=O)[nH]c3=O)C2)cc1 (stereo not given)	-2	-8	0.1	-1	3
54	CC(=O)c1cccc(NC(=O)c2ccc(Br)o2)c1	-24	9	0.0	-2	-1
55	O=C1CN(C(=O)COC(=O)c2ccccc2NC(=O)c2ccco2)c2ccccc2N1	-20	8	2.4	-1	-7

entry	M1 antag	CHO-K1 Ca antag	M1 PAM parental	TAAR1 agonist
46	-32	-7	10	0
47	-14	8	-5	2
48	-5	-4	2	5
49	-6	-2	4	5
50	-11	-6	0	0
51	41*	-8	7	7
52	-14	-6	16	1
53	-30	-23	3	6
54	6	10	-10	7
55	23	21	-8	23

# Eight entries from above, with tabs:
no.	Structure	CHO parental Ca	TAAR1 antag	M1 ag parental	M1 ag	CHRM1 PAM	M1 antag	CHO-K1 Ca antag	M1 PAM parental	TAAR1 agonist
1	COc1ccc(C)cc1S(=O)(=O)N(CC(=O)N1CCOCC1)c1cc(C)cc(C)c1	-16	-3	0.3	-2	8	-11	-10	5	1
2	O=C1Oc2ccccc2C(=O)/C1=C\N1CCN(c2ccccc2)CC1	-7	-6	5.8	-1	-5	18	-3	2	2
3	O=C(Nc1ccc([N+](=O)[O-])cc1)Nc1ccc2[nH]c(=O)[nH]c2c1	-1	9	1.3	0	1	4	-12	-8	3
4	O=C(NCC1CCCO1)c1cc2c([nH]c3ccccc32)c(-c2ccc(F)cc2)n1 (stereo not given)	-8	75*	5.3	2	-25	43*	31*	-15	4
5	CC1=C/C(=C\c2ccc3c(c2)OCO3)C(=O)S1	-15	-3	1.1	-2	3	-3	-18	30	5
6	COc1ccccc1C(=O)NCc1ccccc1	-10	-11	-0.1	-3	4	-7	0	-7	2
7	CCOc1cccc(-c2c(C(=O)N/N=C/c3ccsc3)nnn2-c2nonc2N)c1	-13	20	1.7	19*	16	-5	-12	19	118*
8	COc1ccccc1CC(NC(C)=O)C(=O)NC1CCN(c2nnnn2-c2ccccc2)CC1 (stereo not given)	-7	/	-0.2	-1	-3	19	0	-1	/

# Bioassay records deposited in PubChem by The Scripps Research Institute Molecular Screening Center.
